# From PubChem
# mIAP block: inhibitors of mouse IAP, primary screen, biochemical, luminescence, uHTS; purified mouse IAP, CDP-Star luminescence, 30 min; inhibition, % at 10 µM; AID 2806, 2010; intestinal alkaline phosphatase [Mus musculus]; 330,000 compounds, 0.2% hits;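 active means inhibition of at least 40% at 10 µM in the primary screen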;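 further: plate controls were DMSO with enzyme for no effect and no enzyme wells for full effect; values of inactives mirror those of a sister screen read the other way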
# hIAP block: human IAP inhibitors, primary screen, biochemical, luminescence, uHTS; AID 2544, 2010; Intestinal-type alkaline phosphatase (Homo sapiens), P09923; 330,000 compounds, 0.12% hits; purified IAP, CDP-Star luminescence, 30 min; inhibition, % at 10 µM;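 active means inhibition reaching a set limit with compound at 10 µM in the primary screen, cut at about 35% in these data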;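 further: plate controls were DMSO wells with enzyme for no effect and no-enzyme buffer wells for full effect; values of inactives mirror those of a sister screen read the other way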
# hIAP activ: human IAP activators, primary screen, biochemical, luminescence, uHTS. Intestinal-type alkaline phosphatase (Homo sapiens), P09923. purified human IAP, CDP-Star luminescence, 30 min; hits give high values; 1 = vehicle-only enzyme, 0 = enzyme-free background. activation factor at 10 µM. 330,000 compounds, 0.16% hits. AID 2524, 2010;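 active means activation factor of the enzyme at least 2-fold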; further: the source names both 10 and 20 µM as test concentration; values of inactives mirror those of a sister screen read the other way
# mIAP activ: activators of mouse IAP, primary screen, biochemical, luminescence, uHTS; intestinal alkaline phosphatase [Mus musculus]; muIAP, CDP-Star luminescence, 30 min; hits give high values; 1 = vehicle-only enzyme signal, 0 = enzyme-free wells; activation factor at 10 µM; 330,000 compounds, 0.24% hits;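 active means activation factor of at least 2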; further: the source names both 10 and 20 µM as test concentration; values of inactives mirror those of a sister screen read the other way
#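 System: Mouse IAP enzyme | Also added: CDP-Star substrate | Dosing: Compounds dispensed in DMSO | Schedule: 30 min enzyme-substrate-compound incubation at room temperature | Technique: Chemiluminescence readout | Control set: DMSO-only wells and no-enzyme negative control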
# GRIN3A LBD mod: binders of NR3A ligand-binding domain, primary screen, biophysical, differential scanning fluorimetry, uHTS | NR3A LBD differential scanning fluorimetry, Tm shift; 0% = protein alone, 100% = glycine-bound protein | 340,000 compounds, 2.5% hits | Glutamate receptor ionotropic, NMDA 3A (GRIN3A) ligand-binding domain | Tm shift relative to glycine control, % at 25 µM;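 active means melting temperature shift of at least 10% of the positive control shift, at one fixed dose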
# beta cell repl: inducers of MIN6 beta-cell proliferation, primary screen, ATP luminescence, uHTS; AID 2380, 2010; MIN6 cells proliferation, ATPlite luminescence, 48 h; cells starved in 0.2% serum; 100% = growth in 10% serum; proliferation, % at 10 µM; 330,000 compounds, 0.29% hits;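 active means compounds whose signal lies at least 3.5 SD above the mean of all wells on their plate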;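 further: 0% = DMSO-treated cells in low-serum medium and 100% = 10% serum control; some compounds called inactive have numbers as strong as hits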
# MPTP inh: mitochondrial permeability transition pore inhibitors, primary screen, biochemical, isolated mouse mitochondria, absorbance; Ca2+ swelling absorbance, 30 min; inhibition, % at 10 µM; 360,000 compounds, 1.4% hits; AID 602449, 2012;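 active means inhibition of 50% or more, scaled per plate between neutral and stimulator controls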;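 further: 0% = DMSO wells given calcium and 100% = 1 mM EGTA wells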
# A3A deaminase: APOBEC3A ssDNA deaminase inhibitors, primary screen, selectivity assay for APOBEC3G inhibitor project, biochemical, FAM/TAMRA oligo cleavage fluorescence. DNA dC->dU-editing enzyme APOBEC-3A (Homo sapiens), P31941. recombinant A3A, FAM/TAMRA ssDNA deamination fluorescence. inhibition, % at 20 µM. 330,000 compounds, 0.41% hits;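 active means at least 40% inhibition at 20 µM here, with at most 30% in a related deaminase screen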;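 further: plate controls were A3A with DMSO for no effect and wells lacking A3A enzyme for full effect; some results filed as inactive read as strong as hits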
# Target sequence (P31941 whole entry, looked up): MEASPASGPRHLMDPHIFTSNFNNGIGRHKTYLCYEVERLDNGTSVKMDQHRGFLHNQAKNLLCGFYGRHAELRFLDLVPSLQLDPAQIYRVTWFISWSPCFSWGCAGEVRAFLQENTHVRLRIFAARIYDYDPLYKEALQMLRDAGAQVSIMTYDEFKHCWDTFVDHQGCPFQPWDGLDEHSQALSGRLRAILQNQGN
# APOBEC3G inh: APOBEC3G DNA deaminase inhibitors, primary screen, biochemical, fluorescence, single-stranded DNA substrate, uHTS. inhibition, % at 20 µM. 330,000 compounds, 0.28% hits. recombinant A3G, ssDNA deamination FAM/TAMRA fluorescence. AID 493012, 2011;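 active means inhibition of at least 40% at 20 µM, with no more than 30% in the related APOBEC3A deaminase screen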;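 further: plate controls were DMSO wells with A3G for no effect and wells lacking A3G enzyme for full effect; some compounds called inactive have numbers as strong as hits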
# Target sequence (Q9HC16 whole entry, looked up): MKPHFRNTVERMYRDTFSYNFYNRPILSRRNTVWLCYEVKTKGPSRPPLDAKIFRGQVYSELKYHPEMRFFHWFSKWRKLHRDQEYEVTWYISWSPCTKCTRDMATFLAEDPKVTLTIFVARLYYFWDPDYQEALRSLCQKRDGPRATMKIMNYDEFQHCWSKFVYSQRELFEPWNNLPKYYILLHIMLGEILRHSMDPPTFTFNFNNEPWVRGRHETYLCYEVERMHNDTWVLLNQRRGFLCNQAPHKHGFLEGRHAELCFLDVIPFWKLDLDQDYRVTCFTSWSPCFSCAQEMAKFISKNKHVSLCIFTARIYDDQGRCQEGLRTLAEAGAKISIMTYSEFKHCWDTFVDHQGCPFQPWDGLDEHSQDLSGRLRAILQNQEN
# The depositor's hits bear a star.
nr	Molecule	mIAP block	hIAP block	hIAP activ	mIAP activ	GRIN3A LBD mod	beta cell repl	MPTP inh	A3A deaminase	APOBEC3G inh
1	COc1ccc(-c2nc3ccc(Cl)cn3c2NC2CCCCC2)cc1SC1CCCCC1	-6	0	1	1.1	1	-6	1.2	0	-4
2	COc1ccc(NC(=O)CSc2nc(N)c(-c3ccccc3)c(=O)[nH]2)cc1	6	14	0.86	0.94	0	-5	-0.1	-5	-10
3	CS(=O)(=O)c1ccc2nc(NC(=O)c3cc4ccccc4o3)sc2c1	-2	14	0.86	1	26*	-4	-0.1	-2	-6
4	Cc1cc(NC(=O)CSc2nc3c(c(=O)n(C)c(=O)n3C)n2C(C)C)no1	-5	-2	1	1.1	4	0	0.5	-2	-7
5	Cc1cc2oc(=O)cc(CN3CCN(S(=O)(=O)/C=C/c4ccccc4)CC3)c2cc1C	1	17	0.83	0.99	-3	-2	1.8	-5	-9
6	COc1cccc(CNC(=O)C2CCN(S(=O)(=O)c3cccc4cccnc34)CC2)c1	2	1	0.99	0.98	1	-6	-1.3	1	2
7	O=C(C1CCC(=O)N(C2CC2)C1)N1CCN(c2ccccc2Cl)CC1 (stereo unspecified)	4	-10	1.1	0.96	-3	3	-2.2	0	2
8	CCc1ccccc1NC(=S)NC1CC2CCC(C1)N2Cc1ccc(F)cc1 (stereo unspecified)	-19	-2	1	1.2	-1	1	2.4	1	-1
9	CC(Oc1ccccc1)C(=O)Nc1cccc(NC(=O)c2ccco2)c1 (stereo unspecified)	-23	-20	1.2	1.2	1	-3	1.8	-9	-3
10	CCOC(=O)c1ccccc1NC(=O)Cn1cnc2c(cnn2C(C)(C)C)c1=O	-7	6	0.94	1.1	0	-4	1.7	2	1
11	O=C(Nc1cccc(C(F)(F)F)c1)OCc1ccncc1	-18	10	0.9	1.2	1	-2	9.6	2	2
12	COc1cc(/C=C/c2cc(C(=O)O)c3ccccc3n2)cc(OC)c1O	9	-8	1.1	0.91	-4	-2	1.3	4	2

# Later entries:
nr	Molecule	mIAP block	hIAP block	hIAP activ	mIAP activ	GRIN3A LBD mod	beta cell repl	MPTP inh	A3A deaminase	APOBEC3G inh
13	CSc1ccc(S(=O)(=O)NCc2ccccc2C)cc1	1	-1	1	0.99	3	-4	0.0	6	-2
14	CC1CCN(Cc2nc(-c3ccccc3)no2)CC1	-2	6	0.94	1	5	1	1.3	-4	-3
15	CC(NC(=O)Nc1cccc([N+](=O)[O-])c1)c1ccc2c(c1)OCO2 (stereo unspecified)	5	0	1	0.95	-27	-6	13	-3	-7
16	COc1cccc(NC(=O)c2ccc3c(c2)C(=O)N(CC2CCCO2)C3=O)c1 (stereo unspecified)	3	-16	1.2	0.97	-1	-2	1.7	-2	-4
17	CCN(CC)S(=O)(=O)c1cccc(N=Nc2sc(N)nc2C)c1	18	28	0.72	0.82	-2	-2	2.1	-1	-5
18	O=[N+]([O-])c1ccccc1S(=O)(=O)N(CC(O)CN1CCCCC1)c1ccccc1 (stereo unspecified)	-2	1	0.99	1	-1	0	0.3	0	-8
19	CCc1nc2nc(C)c(NS(=O)(=O)c3ccc(F)cc3)c(=O)n2[nH]1	1	8	0.92	0.99	1	-1	-0.5	-6	-3
20	COc1ccc(NC2CCCN(C(=O)C3=NN(C)C(=O)CC3)C2)cc1OC (stereo unspecified)	8	13	0.87	0.92	0	2	2.8	-7	-9
21	O=S(=O)(NCC1CC1)c1cccc(S(=O)(=O)N2CCCC2)c1	-10	1	0.99	1.1	1	0	-0.2	-6	-7
22	Cc1ccc(CNC(=O)CCC(=O)N2CC(C)Sc3ccccc32)cc1 (stereo unspecified)	-2	-7	1.1	1	1	-2	-1.8	-4	-14
23	CC1(C)Cc2c(cnn2-c2ccc(F)cc2)C(NC(=O)CCN2CCCCO2)C1 (stereo unspecified)	9	-25	1.2	0.91	-3	1	0.3	-2	-5
24	COc1ccc(CNC(=O)[C@@H]2CCCN2C(=O)[C@@H]2Cc3ccccc3CN2C(=O)OC(C)(C)C)cc1	-3	12	0.88	1	-2	-2	-1.9	-4	-5

# The results go on:
nr	Molecule	mIAP block	hIAP block	hIAP activ	mIAP activ	GRIN3A LBD mod	beta cell repl	MPTP inh	A3A deaminase	APOBEC3G inh
25	C/C(CC(=O)Nc1ccc(N(C)C)cc1)=N\NC(=O)c1ccc(F)cc1	6	4	0.96	0.94	0	-4	-1.4	-6	-7
26	CC(C)Oc1ccc(C(=O)Nc2nnc(SCC(=O)N3CCOCC3)s2)cc1	4	-1	1	0.96	-2	0	1.8	3	-1
27	Cc1ccccc1N(C)C(=O)C1CCCN(c2ncnc3c2nc2n3CCCCC2)C1 (stereo unspecified)	10	0	1	0.91	-6	1	-0.9	-1	-4
28	O=C(Nc1cccc(Cl)c1)Nc1ccccc1C(=O)NCc1ccco1	-13	-28	1.3	1.1	4	-3	0.1	-1	1
29	CCCCCc1nnc(NC(=O)c2ccc3nc[nH]c3c2)s1	10	-38	1.4	0.9	-1	0	0.7	0	4
30	Cc1ccc(OCc2nnc(SCC(=O)Nc3cccc4ccccc34)n2-c2ccccc2)cc1	-9	6	0.94	1.1	-3	-5	-2.9	1	0
31	O=C(O)c1nn(Cc2ncc(-c3cccc(Cl)c3)o2)c(=O)c2ccccc12	5	-2	1	0.95	-3	1	-0.3	0	-6
32	O=C(C1CC1)N1CCc2cc(S(=O)(=O)NCc3ccccc3)ccc21	3	3	0.97	0.97	-1	2	-0.4	1	-1
33	CCC(C)(C)C1CCc2c(sc(N)c2C(N)=O)C1 (stereo unspecified)	8	7	0.93	0.92	-8	0	20	-4	-7
34	COc1ccc(C(=O)c2cn[nH]c2-c2cc(Cl)ccc2O)cc1	-11	-70	1.7	1.1	-6	-3	8.1	7	-2
35	COc1ccccc1Nc1nc(N)nc(-c2cc3ccccc3o2)n1	4	6	0.94	0.96	-10	-4	-1.1	-3	-6
36	COc1ccccc1N(C(=O)c1csnn1)C(C(=O)NC1CCCC1)c1ccccc1 (stereo unspecified)	2	-6	1.1	0.98	-1	-1	-1.8	-4	-6

# Later entries
nr	Molecule	mIAP block	hIAP block	hIAP activ	mIAP activ	GRIN3A LBD mod	beta cell repl	MPTP inh	A3A deaminase	APOBEC3G inh
37	CCc1ccc(NC2=CC(=O)CC(c3ccco3)C2)cc1 (stereo unspecified)	-1	13	0.87	1	-2	0	0.4	2	-1
38	Cc1ccnc(NS(=O)(=O)c2ccc(NS(=O)(=O)Cc3ccccc3)cc2)n1	-2	0	1	1	-3	1	-4.6	2	-2
39	O=C(CSc1nnnn1C1CCCCC1)Nc1ccc(F)cc1	5	5	0.95	0.95	18*	1	1.0	0	-4
40	Cc1ccc(NC(=O)Cc2nn(C)c(=O)c3ccccc23)cc1F	-2	-30	1.3	1	2	-4	59*	-3	-3
41	C[C@H](CO)N1C[C@H](C)[C@@H](CN(C)C(=O)Nc2ccccc2)Oc2c(NS(=O)(=O)c3ccc(F)cc3)cccc2C1=O	-26	0	1	1.3	0	0	-0.2	-3	-6
42	CCOC(=O)N1CCN(C(=O)/C(=C\c2ccc(SC)cc2)NC(=O)c2ccccc2)CC1	4	12	0.88	0.96	0	0	2.2	-1	-3
43	CCCOC(=O)C1=C(C)NC2=C(C(=O)CCC2)C1c1cccc(OC)c1OC (stereo unspecified)	-9	-44	1.4	1.1	-5	-2	-1.6	5	7
44	COc1ccc(NC(=O)COC(=O)Cn2cnc3ccccc32)cc1	-5	11	0.89	1	0	-2	-0.3	1	-6
45	Cc1ccc(-c2nnc(Nc3ccccc3)c3ccccc23)cc1S(=O)(=O)NCC1CCCO1 (stereo unspecified)	7	-7	1.1	0.93	-8	-4	30	-1	-1
46	Cn1c(SCC(=O)c2ccc(F)cc2)ncc(C(=O)Nc2ccccc2)c1=O	23	-30	1.3	0.77	1	-1	2.8	-5	-7
47	O=C(c1ccco1)N1CCN(C(=O)C23CC4CC(CC(C4)C2)C3)CC1	-7	-13	1.1	1.1	3	-3	0.2	4	-3
48	CCC(=O)Nc1nnc(S(=O)(=O)N(CC(C)C)c2ccccc2)s1	0	3	0.97	1	-2	2	0.6	0	0

# The list continues.
nr	Molecule	mIAP block	hIAP block	hIAP activ	mIAP activ	GRIN3A LBD mod	beta cell repl	MPTP inh	A3A deaminase	APOBEC3G inh
49	CCOC(=O)NC(=O)c1cn(Nc2ncc(C(F)(F)F)cc2Cl)c(=O)[nH]c1=O	-9	-10	1.1	1.1	-1	0	1.2	-4	-9
50	CCOc1cc(S(=O)(=O)N(CC)CC)c(OCC)cc1-n1cnnn1	6	22	0.78	0.94	-2	1	-0.5	0	-6
51	CC(=O)Nc1cccc(C(=O)OCC(=O)c2ccc(S(=O)(=O)N3CCCCC3)cc2)c1	5	0	0.99	0.95	-2	-2	-1.1	0	-7
52	CNC(=O)c1ccc(NC(=O)C2CCN(S(=O)(=O)c3cccc(C(F)(F)F)c3)CC2)cc1	6	-8	1.1	0.94	-2	-2	-1.5	27	4
53	Cc1cccc(N/C=C/C(=C(C#N)C#N)N(C)C)c1	7	1	0.99	0.93	2	0	-2.2	-5	-5
54	COc1cc(-c2noc(C)c2/C=C/c2ccc(OC(C)=O)cc2)cc(OC)c1OC	10	2	0.98	0.9	0	-7	2.4	-1	-8

# Filtered by structure, the compounds so far with an NH in an aromatic ring (5)
nr	Molecule	mIAP block	hIAP block	hIAP activ	mIAP activ	GRIN3A LBD mod	beta cell repl	MPTP inh	A3A deaminase	APOBEC3G inh
2	COc1ccc(NC(=O)CSc2nc(N)c(-c3ccccc3)c(=O)[nH]2)cc1	6	14	0.86	0.94	0	-5	-0.1	-5	-10
19	CCc1nc2nc(C)c(NS(=O)(=O)c3ccc(F)cc3)c(=O)n2[nH]1	1	8	0.92	0.99	1	-1	-0.5	-6	-3
29	CCCCCc1nnc(NC(=O)c2ccc3nc[nH]c3c2)s1	10	-38	1.4	0.9	-1	0	0.7	0	4
34	COc1ccc(C(=O)c2cn[nH]c2-c2cc(Cl)ccc2O)cc1	-11	-70	1.7	1.1	-6	-3	8.1	7	-2
49	CCOC(=O)NC(=O)c1cn(Nc2ncc(C(F)(F)F)cc2Cl)c(=O)[nH]c1=O	-9	-10	1.1	1.1	-1	0	1.2	-4	-9
